# Compound activity from PubChem.
# TCR-CD3 inh = inhibitors of human TCR-CD3 interaction, primary screen, biochemical, fluorescence, TAMRA-labeled TCR probe | hit rate 0.37% among 360,000 | inhibition, % at 9.4 µM | T-cell receptor (TCR); in the data active = inhibition above about 19%;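 also: recombinant mutant TCR 2C K166C tagged with TAMRA read by polarization; 0% = receptor in buffer alone and 100% = receptor with positive control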
# HTRA1 inhibitor = HTRA1 serine protease inhibitors, primary screen, biochemical, fluorescence polarization, HTS. inhibition, % at 5.96 µM. hit rate 0.5% among 340,000. Q92743. recombinant HTRA1, FP-rhodamine activity-based probe; in the data active = inhibition above about 36%;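 also: 0% = enzyme with DMSO and 100% = wells lacking enzyme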
# LEDGF integ inh = blockers of LEDGF/p75-dependent integrase strand transfer – biochemical, TR-FRET, high throughput, primary screen. TR-FRET IN-LEDGF/p75 DNA integration, Eu/Cy5. inhibition, % at 3.7 µM. hit rate 0.64% among 370,000. AID 743269, 2014;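 active = inhibition above the screen-wide mean plus 3 SD, cut at about 13% in these data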;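 also: signal is the Cy5 over europium emission ratio at 671 and 618 nm; 0% = plate median of compound wells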
# PRMT1 inh = PRMT1 methyltransferase inhibitors, primary screen, biochemical, fluorescence polarization; inhibition, % at 2.79 µM; hit rate 1.3% among 370,000; Protein arginine N-methyltransferase 1 (Homo sapiens), Q99873; recombinant PRMT1, activity-based probe fluorescence polarization;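 active = inhibition above about 21% made by adding two undisclosed values, limit read from the data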
# rCAG RNA binder = binders of r(CAG) RNA repeats, primary screen, biochemical, fluorescence; r(CAG) RNA repeat, TO-PRO-1 dye displacement fluorescence; inhibition, % at 3 µM; hit rate 1.3% among 370,000;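 active = inhibition above the plate cutoff, the mean of all test compounds on that plate plus 3 SD, cut at about 35% in these data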;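 also: 0% = DMSO alone and 100% = 100 µM mitoxantrone as full dye displacement; higher means more dye released from RNA so lower well fluorescence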
# SIAE inh = human SIAE inhibitors, primary screen, biochemical, fluorescence polarization, FP-Rh probe, 1536-well HTS; Sialate O-acetylesterase (Homo sapiens), Q9HAT2; SIAE FP-Rh probe binding; inhibition, % at 9.66 µM; hit rate 0.69% among 370,000;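 active = inhibition above a cutoff: mean of compounds within the control limits plus 3 SD of those, cut at about 17% in these data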;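 also: 0% = plate median of compound wells and 100% = probe without SIAE protein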
# Target sequence (Q9HAT2 whole entry, looked up): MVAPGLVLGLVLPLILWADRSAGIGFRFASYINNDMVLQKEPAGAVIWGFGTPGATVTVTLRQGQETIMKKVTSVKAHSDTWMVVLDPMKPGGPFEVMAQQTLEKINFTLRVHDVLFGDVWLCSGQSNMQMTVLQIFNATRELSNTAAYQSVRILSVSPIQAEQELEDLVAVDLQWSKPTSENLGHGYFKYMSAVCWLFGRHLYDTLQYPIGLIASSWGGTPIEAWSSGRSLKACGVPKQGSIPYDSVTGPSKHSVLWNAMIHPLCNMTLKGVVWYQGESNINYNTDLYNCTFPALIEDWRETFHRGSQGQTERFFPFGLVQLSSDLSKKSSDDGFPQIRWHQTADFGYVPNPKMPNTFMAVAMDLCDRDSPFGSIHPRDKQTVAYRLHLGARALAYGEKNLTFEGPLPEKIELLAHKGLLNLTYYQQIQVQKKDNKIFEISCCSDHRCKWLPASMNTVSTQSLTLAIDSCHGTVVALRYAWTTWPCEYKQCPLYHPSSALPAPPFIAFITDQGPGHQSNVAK
# PG9 Ab binder = binders of HIV-1 gp120 antibody PG9, primary screen, biochemical, TR-FRET; HIV-1 gp120 / PG9 antibody interaction; TR-FRET gp120-PG9 antibody binding; inhibition, % at 6.7 µM; hit rate 0.43% among 360,000; in the data active = inhibition above about 8.5%
# Rev-erbA mod = modulators of Rev-erb alpha DNA binding, primary screen, biochemical, FITC-DNA, fluorescence polarization, uHTS; Nuclear receptor subfamily 1 group D member 1 (Homo sapiens), P20393; Rev-erbα–FITC-DNA binding, 90 min; activity, % at 10 µM; hit rate 0.79% among 370,000;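 active = activity above about 14%, limit read from the data; passing the limit was not always enough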;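 also: 0% = DMSO wells with 35 nM protein and 100% = DMSO wells with 750 nM protein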
# TDP2 inh = human TDP2 enzyme inhibitors, primary screen, biochemical, epi absorbance, recombinant enzyme; Tyrosyl-DNA phosphodiesterase 2 (Homo sapiens), O95551; T5PNP hydrolysis, p-nitrophenol absorbance 415 nm; inhibition, % at 12.8 µM; hit rate 0.34% among 370,000;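 active = inhibition above the mean of all tested compounds plus 3 SD, set per campaign, cut at about 25% in these data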;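 also: 0% = DMSO with enzyme and 100% = buffer with substrate but no TDP2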
# Target sequence (O95551 whole entry, looked up): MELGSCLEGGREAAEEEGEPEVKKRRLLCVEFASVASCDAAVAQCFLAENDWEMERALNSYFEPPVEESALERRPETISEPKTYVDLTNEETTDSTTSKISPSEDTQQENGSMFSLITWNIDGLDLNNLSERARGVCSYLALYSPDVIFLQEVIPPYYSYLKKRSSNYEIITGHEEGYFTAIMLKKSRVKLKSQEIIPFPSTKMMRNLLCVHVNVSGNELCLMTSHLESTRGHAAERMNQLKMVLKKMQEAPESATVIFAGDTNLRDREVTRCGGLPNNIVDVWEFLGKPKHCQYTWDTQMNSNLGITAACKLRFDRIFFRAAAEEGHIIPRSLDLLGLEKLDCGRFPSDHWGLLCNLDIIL
#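 System – recombinant human TDP2 · Amount – 120 nM TDP2 per well · Buffer or medium – Mg2+-containing Tris-HCl buffer, pH 7.5 · Reagent – T5PNP substrate, 5 mM · Dosing – 12.8 µM single point, 1% DMSO · Incubation – 2 h at 37 °C · Measured by – epi absorbance · Read-out basis – percent inhibition · Benchmarks – high control without enzyme, low control DMSO plus TDP2 · Repeats – singlicate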
# mABHD4 FP = ABHD4 inhibitors, primary screen, biochemical, fluorescence polarization, mouse; hit rate 0.54% among 370,000; (Lyso)-N-acylphosphatidylethanolamine lipase (Mus musculus), Q8VD66; purified mABHD4, FP-Rh probe fluorescence polarization; inhibition, % at 8.92 µM;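 active = inhibition exceeding the mean over every tested compound plus 3 SD, cut at about 30% in these data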;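 also: 0% = plate median of compound wells and 100% = S159A mutant with DMSO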
#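 System: mouse ABHD4 enzyme, wild type / Medium: HEPES pH 7.0, NaCl, Pluronic buffer / Reagent: FP-Rh activity-based fluorescent probe / Control set: S159A mutant high control, sample median low control / Detection: fluorescence polarization with parallel and perpendicular emission, 525/598 nm / Schedule: 45 min + 60 min at 25 °C / Compound dosing: 8.92 µM, single dose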
# Starred values were filed as active, the others as inactive; · = not tested or not shown.
SMILES,TCR-CD3 inh,HTRA1 inhibitor,LEDGF integ inh,PRMT1 inh,rCAG RNA binder,SIAE inh,PG9 Ab binder,Rev-erbA mod,TDP2 inh,mABHD4 FP
CC(C)C(NC(=O)Cc1ccccc1[N+](=O)[O-])C(C)C,-1.5,-3.5,-0.8,0.1,-2.3,-1.9,-0.7,-5.7,7.9,-0.6
COCON1C(=O)CN(C(C)=O)C1c1ccc(Cl)cc1Cl (configuration not stated),5.2,12.8,-0.9,1.1,0.1,1.6,-1.9,1.0,-4.1,0.2
CCOc1ccc(N2C(=O)CC(n3ccc(C)n3)C2=O)cc1 (configuration not stated),-2.3,2.8,-2.8,-1.3,2.3,0.2,-0.7,-2.7,9.1,-2.8
O=C(Nc1cc(Cl)ccc1Cl)C1CCCO1 (configuration not stated),-4.3,-2.3,5.7,-3.9,-1.1,11.2,-0.7,-2.8,-1.2,-11.1
O=C(NCC(c1ccco1)N1CCCC1)c1sc2ccccc2c1Cl (configuration not stated),6.8,-11.4,2.2,2.1,-0.8,-3.4,0.0,-1.0,14.3,5.7
Cc1nc2cc(-n3ccc(=O)cc3)ccc2n1-c1ccccc1,-4.1,3.8,-3.6,1.8,-4.4,11.4,1.7,3.0,10.3,12.5
CC(C)Cn1c(SCC(=O)NCc2ccco2)nnc1-c1ccncc1,1.3,4.3,1.5,0.0,0.5,8.9,-0.2,0.8,0.0,1.2
COc1ccc(/C=C(\NC(=O)c2cccs2)C(=O)Nc2ccccc2C)cc1OC,2.4,0.1,2.7,-0.7,-0.6,0.5,-0.7,1.9,0.1,6.1
O=C(CSCc1cccc(Cl)c1)N1CCN(Cc2ccc3c(c2)OCO3)CC1,0.0,-11.2,-1.3,-2.9,1.1,0.2,-1.1,0.4,1.8,-7.9
O=C(NN1C(=O)c2ccccc2NC1c1ccco1)c1ccc([N+](=O)[O-])cc1 (configuration not stated),2.7,-3.2,-3.7,-0.3,0.5,16.2,-0.8,0.5,1.7,4.9
Cc1ccc(C(=O)NC(=S)Nc2ccc(N3CCOCC3)cc2)cc1C,-6.3,0.3,1.2,-4.0,-1.2,6.3,0.5,3.6,-16.9,-0.3
COc1ccc(C(CNC(=O)Cc2ccc(-c3ccccc3)cc2)N(C)C)cc1 (configuration not stated),-2.3,-30.2,0.2,3.2,-3.9,-3.3,0.6,2.6,1.1,1.1
Cc1cccc(C)c1NC(=O)C(NC=O)c1ccc(N(C)C)cc1 (configuration not stated),-3.2,1.1,-4.0,0.9,0.4,-2.2,-0.7,-3.8,-6.3,-2.8
CCCCCOc1ccc(NC(=O)c2cc(SC)ccc2Cl)cc1,-7.6,-6.8,-0.1,1.3,-1.6,-5.8,1.7,0.6,7.0,-0.3
O=C(c1cc([N+](=O)[O-])cc([N+](=O)[O-])c1)N1CCN(Cc2ccc3c(c2)OCO3)CC1,2.1,5.5,4.7,-3.6,-1.7,-1.4,-0.5,5.4,-1.4,-2.1

# As entered above:
# PG9 Ab binder, O=C(NCC(c1ccco1)N1CCCC1)c1sc2ccccc2c1Cl (configuration not stated) reads 0.0
# PRMT1 inh, CC(C)Cn1c(SCC(=O)NCc2ccco2)nnc1-c1ccncc1 reads 0.0

# Further results.
SMILES,TCR-CD3 inh,HTRA1 inhibitor,LEDGF integ inh,PRMT1 inh,rCAG RNA binder,SIAE inh,PG9 Ab binder,Rev-erbA mod,TDP2 inh,mABHD4 FP
CC(C)N(Cc1ccccc1)C(=O)CN1C(=O)NC2(CCOc3ccccc32)C1=O (configuration not stated),-5.3,1.5,2.7,-6.0,-0.6,6.1,-0.2,-4.2,4.0,4.5
CCc1ccccc1NC(=O)CNC(=O)CCNC(=O)Nc1ccccc1,-11.1,-4.5,-2.1,1.0,3.9,-2.7,1.1,-8.8,6.9,3.9
CN(C(=O)CSc1ncnc2sc3c(c12)CCC3)C1CCS(=O)(=O)C1 (configuration not stated),-1.0,6.2,-2.5,3.1,2.5,9.1,-0.9,1.4,6.8,8.4
O=C(c1ccc(S(=O)(=O)N2CCOCC2)cc1)N1CCOCC1,13.1,6.9,1.0,0.9,-1.9,-0.8,-0.4,-1.5,0.3,-2.1
O=C1CC(c2ccco2)Sc2ccccc2N1 (configuration not stated),6.1,-1.5,4.5,4.7,-1.0,6.2,-0.1,-3.0,-5.4,-1.9
Nn1c(SCC(=O)Nc2ccccc2-c2ccccc2)nnc1-c1cc(-c2ccc(F)cc2)n[nH]1,·,·,-1.2,-0.7,6.8,0.8,·,-4.0,-9.0,-4.3
CC(C)n1nnnc1SCC(=O)c1ccc2c(c1)OCCO2,-9.7,4.8,-5.2,4.4,16.1,-5.4,0.7,-3.1,-8.9,-5.4
Cc1cc(Cl)ccc1NC(=S)NCc1ccccc1,3.4,-9.9,-5.3,-0.4,0.9,5.2,-0.2,-2.1,7.1,-0.4
COC(=O)c1ccc2c(=O)n(Cc3ccc(C(=O)NC4CCCC4)cc3)c(=S)[nH]c2c1,-3.0,2.6,-0.5,0.0,-1.1,-1.1,-0.2,-1.6,4.4,-0.7
C#CCOCCOCCOCCNc1nc(N2CCN(C(=O)[C@H]([C@@H](C)CC)n3cc(CCCN=C(N)N)nn3)CC2)nc(N2CCN(C(=O)[C@H](CCCCN)n3cc(CCCC)nn3)CC2)n1,-0.9,-9.4,-0.5,0.0,13.4,9.2,0.0,-8.8,2.2,5.3
Cc1ccc(/C=N\NC(=O)CC(=O)NCCc2ccccc2)cc1,-1.4,-4.2,0.2,-1.8,-4.8,-2.3,-1.0,-2.7,-3.0,-0.7
Cc1ccnc(NC(=O)c2ccc3c(c2)C(=O)N(CCC(C)C)C3=O)c1,6.3,-4.1,5.0,-7.5,-1.8,0.7,-0.4,6.9,1.6,-0.5
COc1ccc(-c2cn3cccnc3n2)cc1NC(=O)c1ccc(Br)o1,-4.0,-18.6,1.1,-1.8,17.0,-2.5,0.1,6.8,3.2,-10.9
COc1ccc(/C=C(/NC(=O)c2ccc(C)cc2)C(=O)NCc2ccncc2)cc1,-3.0,6.1,-5.9,3.3,-1.3,-6.3,-1.9,1.7,-6.0,1.8
CN1C2=NCCN2C(=O)c2cc(Cl)ccc21,-2.2,7.4,-0.7,-5.3,-1.9,1.5,-1.5,0.2,-18.4,2.0
Cn1c(SCc2nnc(-c3ccc(F)cc3)o2)nnc1C1COc2ccccc2O1 (configuration not stated),6.5,2.7,1.6,-2.8,-2.5,5.7,1.2,1.2,9.2,9.5
CC(=O)c1sc2nc(-c3cccs3)cc(C(F)(F)F)c2c1N,-6.9,-25.6,-1.5,31.1*,6.6,-2.3,5.5,-0.7,-0.5,-2.0
COc1ccc(-c2nn(-c3ccccc3)cc2/C=C2/SC(=S)N(CCC(=O)O)C2=O)c(C)c1,0.4,-28.6,5.6,2.8,19.4,1.2,-1.2,-7.8,-9.2,-7.7
Cc1ccc(S(=O)(=O)NCC(=O)OCc2nnc(-c3ccccc3)o2)cc1C,-0.2,-5.1,1.1,-0.8,3.9,1.4,1.5,0.0,-0.9,0.2
COc1ccc(-c2nc3ccccc3c(=O)n2NC(=O)Cc2ccccc2)cc1,2.5,4.2,51.8*,-1.6,0.9,7.9,-2.5,3.3,8.4,0.0
CCCCCCCCN1C(=O)[C@@H](CC(=O)N2CCN(C(=O)OCC)CC2)C[C@@]2(C(=O)OC)C1=C[C@H](C(C)C)O[C@@H]2C1CC1,·,·,3.0,1.2,5.9,8.2,·,-7.1,-6.5,-3.6
CC(=O)Nc1ccc(S(=O)(=O)Oc2ccc(Br)cc2C(=S)N2CCOCC2)cc1,-7.6,-8.3,0.4,15.9,7.6,-6.5,-1.2,-2.2,-10.8,-17.1
O=C(c1ccccc1)c1ccc(OCC(O)CN2CCN(Cc3ccccc3)CC2)cc1 (configuration not stated),-8.1,-7.5,-2.1,1.5,-5.4,-1.3,-0.3,-5.3,-2.3,1.0
COc1cccc(-c2cc(C(=O)N3C(C)CCCC3C)no2)c1 (configuration not stated),-1.8,-21.0,3.7,3.8,-7.9,-7.6,1.7,-5.3,-1.6,7.0
COc1ccc(NC(C)=O)cc1NC(=O)C1CCCN1C(=O)c1cccs1 (configuration not stated),-13.7,-0.3,0.0,5.2,0.1,4.2,0.8,-2.1,-5.4,-3.6
CC(=O)N1N=C(c2ccco2)CC1c1ccco1 (configuration not stated),-5.9,5.2,2.1,-1.3,1.2,2.3,-0.6,9.8,-3.1,4.9
CC(C)[C@H](NC(=O)c1ccccc1)C(=O)OCC(=O)Nc1ncc(Cl)cc1Cl,12.8,21.6,0.9,1.0,-1.4,-1.1,-1.1,10.5,-4.8,7.7
N#CCCCCn1ccc(NC(=O)c2ccc(Cl)cc2O)n1,2.0,12.7,9.7,-3.4,15.3,-9.0,-1.1,2.4,-17.3,-8.7
CC(=O)c1cccc(NC(=O)/C(=C\c2cccnc2)NC(=O)c2ccccc2)c1,6.2,0.7,-0.1,-2.9,3.6,-4.4,0.3,1.0,-1.6,-1.8
CCOc1cc(N2CCOCC2)c(OCC)cc1NC(=O)[C@H](C)NC(=O)c1ccco1,4.2,7.1,-5.3,12.4,-3.4,2.1,-1.1,4.7,-16.7,-7.8
O=S(=O)(Nc1cc(C(F)(F)F)ccc1N1CCOCC1)c1ccc2ccccc2c1,7.6,-45.0,-2.9,0.6,1.6,10.8,-0.1,15.2,6.4,-21.8
CCOc1cc(N2CCOCC2)c(OCC)cc1NC(=O)CCC1CCCC1,-0.5,7.6,0.6,-1.0,-9.3,6.5,0.3,-5.2,8.1,-1.7
Cc1cccc(N2CCN(S(=O)(=O)c3cc(-c4cc(C)no4)ccc3C)CC2C)c1 (configuration not stated),-5.8,-25.3,1.8,-2.3,7.7,-4.6,1.1,-1.2,-6.0,-6.9
CCCc1cc(C(=O)N/N=C/c2cccn2C)cs1,14.1,-22.2,-6.5,-1.3,-2.0,5.2,-0.9,3.1,-16.3,0.6
Cc1ccnc(NS(=O)(=O)c2ccc(NC(=O)C3COc4ccccc4O3)cc2)n1 (configuration not stated),2.7,-0.1,2.1,0.3,6.7,9.7,-2.2,1.0,3.6,2.6
CCC(CC)C(=O)Nc1nnc(S(=O)(=O)N(CC)c2ccc(OC)cc2)s1,-0.1,-6.3,-0.6,4.5,6.0,-2.0,0.2,5.5,-4.8,-11.5

# A portion of the library; the hit share may differ from the screen's.
